Source: PubChem (several laboratories)
TRPML3 ag = human mucolipin-3 channel agonism | Q8TDD5 | HEK293 TRPML3-YFP, Fluo-8 calcium fluorescence; 100% = the carbachol control signal | activation, % at 3 µM | actives 0.29% (n = 220,000) | AID 1448;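 active means activation above its plate's cutoff, the mean activation of the plate's test wells plus 3 SD, cut at about 12% in these data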;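 further: 0% = DMSO only wells and 100% = carbachol wells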
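Test system: HEK293 cells stably carrying human TRPML3-YFP; Doses: single dose, 3 µM final nominal compound, 0.3% DMSO final; Schedule: dye loading 1 h 37 °C then 30 min ambient, 125 s read; Technique: Fluo-8 calcium fluorescence; Benchmarks: high control carbachol 87 µM, low control DMSO.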
EBV gp42 inh = inhibitors of Epstein-Barr virus glycoprotein 42; Q1HVG2; Fluorescence polarization binding assay, mP read-out; inhibition, % (tested at 21.74 µM); actives 0.42% (n = 220,000); in the data active means inhibition above about 50%
Target sequence (Q1HVG2 whole entry, looked up): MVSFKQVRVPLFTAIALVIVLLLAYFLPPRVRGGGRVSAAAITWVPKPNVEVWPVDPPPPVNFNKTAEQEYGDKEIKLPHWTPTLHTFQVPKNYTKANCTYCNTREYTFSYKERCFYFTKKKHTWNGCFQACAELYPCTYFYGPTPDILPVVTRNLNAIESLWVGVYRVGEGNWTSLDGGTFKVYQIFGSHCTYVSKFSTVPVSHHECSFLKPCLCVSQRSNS
CHOP inhibitor = blocks CHOP induction under ER stress | AID 2732 | actives 3.8% (n = 220,000) | CHO-K1 CHOP-promoter luciferase, tunicamycin-induced, 15-18 h | inhibition, % at 10 µM;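 active means compounds that reduced the stress-induced luciferase reporter signal by more than about 70% of percent inhibition, limit read from the data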;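 further: 0% = tunicamycin plus vehicle and 100% = wells without tunicamycin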
Mdm2 ligase inh = Mdm2 E3 ligase (human) inhibition | signal enhancement, % at 5 µM | Q00987 | actives 0.11% (n = 210,000) | cell-based MDM2 ubiquitination luciferase reporter, 2 h; 0 = plate control, 100 = twice control, blank-subtracted;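 active means signal enhancement of 30% or more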;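 further: luminescence tracks abundance of the self-degrading MDM2-luciferase fusion protein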
Target sequence (Q00987 whole entry, looked up, the tested form may be a part): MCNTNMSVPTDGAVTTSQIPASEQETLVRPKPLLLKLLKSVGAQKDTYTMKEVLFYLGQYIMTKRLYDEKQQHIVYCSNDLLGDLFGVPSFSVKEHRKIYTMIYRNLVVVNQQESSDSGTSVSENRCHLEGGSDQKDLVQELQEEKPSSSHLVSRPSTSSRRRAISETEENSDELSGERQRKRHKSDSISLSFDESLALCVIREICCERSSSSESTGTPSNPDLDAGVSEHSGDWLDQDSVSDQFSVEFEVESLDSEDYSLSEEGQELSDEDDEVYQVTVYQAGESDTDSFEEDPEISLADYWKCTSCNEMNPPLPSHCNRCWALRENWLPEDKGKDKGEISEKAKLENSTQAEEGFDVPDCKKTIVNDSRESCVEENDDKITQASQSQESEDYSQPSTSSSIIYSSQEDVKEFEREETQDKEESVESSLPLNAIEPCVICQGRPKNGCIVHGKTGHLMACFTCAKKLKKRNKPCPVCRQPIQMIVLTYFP
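Test system: mammalian cells stably expressing self-ubiquitinating, self-degrading MDM2 E3–luciferase fusion; Amount: 2000 cells in each well; Medium: DMEM; Schedule: 4 h settle plus 2 h compound, 37 °C; Technique: SteadyLite luciferase luminescence after 15 min room-temperature reagent incubation; Benchmarks: plate control and blank wells.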
Runt-SMMHC FRET = blocks binding of human RUNX1 Runt domain to CBFb-SMMHC | AID 1434 | actives 0.74% (n = 220,000) | inhibition, % at 20 µM | Q01196+Q13951 | Cerulean-Runt/Venus-CBFb-SMMHC FRET ratio 530/480, 1 h;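 active means mean inhibition across duplicate retests at 20 µM reaching about 50%, limit read from the data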;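 further: 0% = DMSO wells and 100% = wells with excess untagged CBFb-SMMHC; inhibitors lower the FRET ratio by blocking Runt binding to CBFb-SMMHC; some results filed as inactive read as strong as hits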
p47phox inh = blocks human p47phox regulatory protein of NADPH oxidases; P14598; p47phox/p22phox peptide binding, fluorescence polarization, 2 h; inhibition, % at 24.7 µM; actives 0.53% (n = 220,000); AID 1274;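 active means inhibition above about 30%, limit read from the data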;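 further: 0% = p47phox with labelled peptide and 100% = labelled peptide alone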
Target sequence (P14598 whole entry, looked up): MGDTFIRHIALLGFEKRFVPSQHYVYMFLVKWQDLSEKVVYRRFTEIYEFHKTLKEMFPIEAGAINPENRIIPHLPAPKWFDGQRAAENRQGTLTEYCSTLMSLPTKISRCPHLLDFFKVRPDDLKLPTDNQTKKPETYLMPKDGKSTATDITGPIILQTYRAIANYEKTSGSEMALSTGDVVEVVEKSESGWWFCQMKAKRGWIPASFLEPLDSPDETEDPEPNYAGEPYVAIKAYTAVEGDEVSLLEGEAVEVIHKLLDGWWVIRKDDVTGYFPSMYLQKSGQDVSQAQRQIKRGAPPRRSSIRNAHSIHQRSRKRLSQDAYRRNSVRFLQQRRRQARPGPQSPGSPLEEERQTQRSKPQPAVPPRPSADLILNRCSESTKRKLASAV
zfTRPN1 agonist = zebrafish TRPN1 (NompC) channel agonism. HEK293 zebrafish TRPN1-YFP, Fluo-8 calcium fluorescence; 100% = response to 87 µM carbachol. activation, % at 3 µM. actives 0.18% (n = 220,000). AID 1424;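 active means activation above its plate's cutoff, the mean activation of test wells on that plate plus 3 SD, cut at about 19% in these data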;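 further: 0% = DMSO alone and 100% = 87 µM carbachol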
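Assay system: Zebrafish TRPN1-YFP in HEK293 cells | Incubation: Dye loading 1 h at 37 °C, then 30 min room temperature | Measured by: Kinetic Fluo-8 fluorescence, ex 470-495, em 515-575 nm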
PPC-1+TRAIL kill = kills PPC-1 cancer cells in the presence of TRAIL; PPC-1 cells + TRAIL, ATPLite viability luminescence; cell killing (% activity), % at 4 µM; actives 0.41% (n = 220,000);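 active means cell killing above 50% in the first pass at 4 µM, then a duplicate retest at 5 µM averaging 50% or more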;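 further: plate controls were cells with TRAIL plus DMSO for no effect and medium-only wells lacking cells for full effect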
TNF death inh = inhibitors of TNF-alpha induced necroptosis in Jurkat FADD-/- cells. actives 0.068% (n = 220,000). Jurkat FADD-/- TNF necroptosis rescue, ATP luminescence, 24 h; 0 = TNF only, 100 = no-TNF cells. activation (protection from cell death), % at 10 µM;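 active means activation, meaning protection from cell death, of at least 50% relative to plate controls; inactive means activation below 50%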;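 further: necroptosis triggered by 40 ng/mL TNF-alpha added together with compound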
Starred values were filed as active, the others as inactive; nt = not tested or not shown.

SMILES	TRPML3 ag	EBV gp42 inh	CHOP inhibitor	Mdm2 ligase inh	Runt-SMMHC FRET	p47phox inh	zfTRPN1 agonist	PPC-1+TRAIL kill	TNF death inh
CCOc1ccccc1C1CC(c2ccc(Br)cc2)Nc2nc(N)nn21 (centres undefined)	1.6	1	-13	-30	-7	-1	3.0	21	1.0
CCc1ccc(C(=O)COC(=O)C(CCSC)NC(=O)c2ccccc2)cc1 (centres undefined)	0.0	-1	34	-10	1	-11	7.9	-4	1.2
COc1ccc(COC(=O)N/N=C(\C)CC(=O)Nc2ccc(Cl)cn2)cc1	0.5	-18	28	-10	-3	-6	-0.9	-1	7.0
CCOc1ccc(N2CC(C(=O)Nc3ccccc3OC)CC2=O)cc1 (centres undefined)	0.7	0	33	-14	2	-4	1.7	nt	-0.5
O=C(CNC(=O)c1ccccc1F)OCC(=O)N1CCCCC1	0.9	-15	-17	-14	3	-7	0.2	32	0.4
CCCCn1c(SCC(=O)NCc2cccs2)nc2c1c(=O)n(C)c(=O)n2C	0.2	0	-9	-16	0	-1	-0.5	-1	0.4
CCOC(=O)C1CCCN(C(=O)c2ccc(OC(C)=O)cc2)C1 (centres undefined)	0.5	-12	-9	-3	0	0	0.2	-15	-0.1
CCC(=O)c1ccc(N2CCN(C(=O)c3ccccc3F)CC2)c(F)c1	2.4	3	20	-6	-2	-6	2.1	23	-0.1
Cc1cc(Oc2ccccc2)nc(-c2ccccc2)n1	-0.1	-25	78*	-13	-5	-13	-2.2	17	-0.8
Cc1cc(C)nc(N2CCC(C(=O)NCCc3ccccc3)CC2)n1	0.0	-3	-2	-20	-4	0	0.1	11	0.1
COc1ccc(C)cc1NC(=O)CSc1nnc(-c2ccc(C)cc2)o1	-0.6	-8	50	-16	-4	-45	2.3	29	-0.1
COc1ccc(S(=O)(=O)N2CCOCC2)cc1NC(=O)[C@@H]1CCCN1C(=O)c1cccs1	0.9	-1	13	-12	-1	-5	-1.7	2	1.4
CCN(CC)S(=O)(=O)c1ccc(N2CCOCC2)c(NCC(=O)Nc2ccc(F)cc2)c1	-0.1	-10	23	-5	-1	-4	-1.0	8	0.4
Cc1c(C(=O)Nn2cnnc2)oc2ccccc12	0.3	2	24	-14	-2	-12	0.7	18	-0.3
CCOC(=O)C1=C(N)OC2=C(C(=O)CC(C)(C)C2)C1c1ccccc1OC (centres undefined)	1.2	-6	-9	-25	2	-4	-1.1	-3	0.2
O=C(CSc1ccc2nnc(-c3cccnc3)n2n1)N1CCOCC1	0.4	-12	-7	-13	-2	6	1.5	-14	0.5
CN(C)S(=O)(=O)c1cccc(C(=O)OCC(=O)NC2CCCc3ccccc32)c1 (centres undefined)	1.1	-12	-1	-18	0	-14	1.9	-3	0.5
Cc1ccc(-c2cc(C(=O)N3CCc4ccccc4C3)no2)cc1	0.5	-8	-25	-6	-1	-31	-1.0	10	0.2
Cc1cccc(OCC(=O)NC(Cc2c[nH]c3ccccc23)C(=O)O)c1C (centres undefined)	0.4	3	4	nt	0	-16	0.1	13	0.4
CNC(=O)c1ccc(-c2cc(C(F)(F)F)nn2C)s1	1.3	1	-18	-19	-1	-2	2.5	19	-1.7
CCOC(=O)n1c(=O)[nH]c2ccc(Br)cc21	1.1	-12	15	-2	0	-6	-0.6	11	-2.1
CS(=O)(=O)Nn1cnc2ccccc2c1=O	0.8	5	36	-2	-3	-7	-1.1	-29	-0.9
Cc1ccc(NC(=O)C/C(N)=N/O)cc1C	0.5	-39	-19	-12	-2	-3	0.2	11	-2.5
COC(=O)c1cc(-c2ccc3c(c2)OCO3)nc2ccccc12	0.6	-6	31	-16	-1	-22	-0.5	20	-0.2
CCCCCC[N+](C)(C)CCSSCC[N+](C)(C)CCCCCC	0.5	-4	4	-8	5	-18	1.2	23	1.4
SMILES	TRPML3 ag	EBV gp42 inh	CHOP inhibitor	Mdm2 ligase inh	Runt-SMMHC FRET	p47phox inh	zfTRPN1 agonist	PPC-1+TRAIL kill	TNF death inh
CCNc1c(N)c(=O)oc2ccccc12	-0.8	-1	3	-18	2	-9	-0.9	9	-0.3
O=C(N/N=C/c1ccccc1O)C1SCCCS1	0.7	-9	28	-1	-4	1	0.1	32	-1.3
COCc1cc(C)nc(SCC(=O)c2ccc(O)c(O)c2)c1C#N	0.9	-2	19	1	-3	-6	-0.1	4	-3.6
COC(=O)c1ccc(CSc2nc3ccccc3c(=O)n2-c2ccccc2)o1	-0.2	-19	30	-6	2	-22	-1.0	-4	-4.0
COc1ccccc1NS(=O)(=O)c1cc(NC(=O)c2sccc2C)ccc1N1CCOCC1	0.0	-8	-13	nt	1	-20	0.4	-5	1.2
COCCCNC(=O)Cn1nnc(-c2ccc(NC(=O)c3ccc(F)cc3)cc2)n1	0.5	-13	-2	-14	-1	5	2.0	18	2.1
CCC(C)c1ccc(NC(=S)NCc2ccccn2)cc1 (centres undefined)	0.4	-1	-29	-25	-1	-4	0.9	11	-2.6
CCOc1ccc(NC(=O)C2CCC(CNc3c(N4CCCCC4)c(=O)c3=O)CC2)cc1 (centres undefined)	0.5	9	-6	1	-8	7	0.7	-6	-1.6
NNC(=O)c1[nH]c2ccc(Br)cc2c1-c1ccccc1	1.0	4	-14	-4	-1	-14	1.5	20	2.7
CNC(=O)CN1C(=O)CSc2ncccc21	-0.5	-10	-4	-5	-8	-8	-0.1	7	0.6
COC(=O)c1cc(Cl)c(NC(=O)c2cc3ccccc3o2)cc1OC	-0.3	-19	-37	-4	-7	-21	0.1	2	-3.2
CC(C)C(NS(=O)(=O)c1cccc2nsnc12)C(=O)NCc1ccco1 (centres undefined)	-0.2	-7	0	-12	-3	-2	-0.7	3	0.8
O=C(CCNS(=O)(=O)c1ccc(Br)s1)NCc1ccc(F)cc1	0.3	-5	3	-11	-2	-10	-1.0	-51	1.8
COc1cc([C@@H]2c3cc4c(cc3[C@@H](O)[C@H]3COC(=O)[C@H]23)OCO4)cc(OC)c1O[Si](C)(C)C(C)(C)C	nt	-6	87*	5	-5	10	nt	10	-0.3
Cc1ccc(-n2nc(C)c(/C=N/n3c(C)n[nH]c3=S)c2Cl)cc1	-0.8	-16	6	-11	16	3	-0.1	5	-4.9
c1ccc(CSc2ccc(-c3cccs3)nn2)nc1	-0.6	-14	-18	-7	2	-7	1.2	22	2.0
Cc1cc2ccccn2c1C(=O)c1cc([N+](=O)[O-])cc([N+](=O)[O-])c1	0.4	-13	28	-9	1	4	-1.5	-3	-0.2
O=C(NCCCCCCNC(=O)OCCO)OCCO	0.7	-3	8	-14	0	-2	0.3	21	0.4
CCOC(=O)C(NC(=O)CCC(=O)Nc1ccc(S(N)(=O)=O)cc1)C(O)c1ccccc1 (centres undefined)	0.3	-10	-5	-5	-1	-1	-0.7	9	1.5
COC(=O)c1cc(NC(C)=O)ccc1N1CCOCC1	-1.4	7	4	1	-8	6	0.3	28	-0.3
CC(NS(=O)(=O)c1ccccc1)C(c1cccs1)N1CCN(c2ccccc2)CC1 (centres undefined)	1.5	-3	59	-2	-5	-1	-0.3	26	-0.5
CCN1CCN(C(=O)c2nn(-c3ccccc3)c(=O)c3ccccc23)CC1	0.5	-8	6	-4	1	-8	1.6	4	-2.7
CCOC(=O)CNc1nc(C(C)(C)C)nc2c1nnn2Cc1ccccc1Cl	0.9	-5	81*	-24	0	-4	0.4	-2	2.4
Cc1ccc(C2=NN(CCC(=O)NCc3ccc4c(c3)OCO4)C(=O)CC2)cc1	0.3	-9	43	-4	-2	-1	-1.2	4	0.8
O=C(COC(=O)CCC1CCCC1)NCc1ccc(Cl)cc1	-0.4	-5	42	-14	1	12	-1.5	8	0.5

CHOP inhibitor, entries above that show a hit
molecule	TRPML3 ag	EBV gp42 inh	CHOP inhibitor	Mdm2 ligase inh	Runt-SMMHC FRET	p47phox inh
Cc1cc(Oc2ccccc2)nc(-c2ccccc2)n1	-0.1	-25	78*	-13	-5	-13
COc1cc([C@@H]2c3cc4c(cc3[C@@H](O)[C@H]3COC(=O)[C@H]23)OCO4)cc(OC)c1O[Si](C)(C)C(C)(C)C	nt	-6	87*	5	-5	10
CCOC(=O)CNc1nc(C(C)(C)C)nc2c1nnn2Cc1ccccc1Cl	0.9	-5	81*	-24	0	-4

Continuation:
SMILES	TRPML3 ag	EBV gp42 inh	CHOP inhibitor	Mdm2 ligase inh	Runt-SMMHC FRET	p47phox inh	zfTRPN1 agonist	PPC-1+TRAIL kill	TNF death inh
O=c1c(C(c2ccc(Cl)cc2)c2c(O)nc3n(c2=O)CCCS3)c(O)nc2n1CCCS2	-0.2	-5	11	-1	-2	-1	1.0	15	1.1
CSc1nsc(N/N=C/c2ccccc2)c1C#N	0.9	-22	59	-6	6	-19	1.5	3	0.7
CNC1(c2nnnn2-c2c(C)cccc2C)CCOC(C)(C)C1 (centres undefined)	0.6	-8	2	-11	2	-7	0.3	-6	2.7
O=c1[nH]c(C2CCCCC2)nc2ccccc12	0.8	-20	20	-4	-2	-6	0.1	4	1.5
CCc1nc2sccc2c(=O)n1N	0.6	-15	0	-5	1	-9	0.8	-11	0.3
N#CC1CC(c2ccccc2)=NN1c1ccccc1[N+](=O)[O-] (centres undefined)	-0.6	-4	19	3	3	-3	-1.4	17	-0.1
Cc1ccc(C)c(C(=O)CN2C(=O)NC3(CCCCCCC3)C2=O)c1	0.5	-6	29	-31	-1	-3	0.4	10	1.1
COc1ccc(C(=O)N2c3ccccc3CC2C)cc1OC (centres undefined)	0.6	0	-2	-8	-1	-18	0.5	6	-1.8
O=C(Oc1nsnc1N1CCOCC1)N1CCOCC1	-0.5	-9	71*	1	1	-11	0.7	31	-0.8
Cc1cc(C(=O)NCC(=O)OC(C(=O)Nc2cc(C(F)(F)F)ccc2Cl)c2ccccc2)ccc1[N+](=O)[O-] (centres undefined)	0.4	-10	82*	-7	-1	-30	-1.1	6	3.9
Cc1cc(C(F)(F)F)n(-c2nc(C(=O)NNS(=O)(=O)c3ccccc3[N+](=O)[O-])cs2)n1	-0.6	-9	4	-15	-5	-5	-1.1	-2	0.8
COc1ccc(CCNC(=S)Nc2cccc(C)c2)cc1	0.6	-14	11	-10	0	-6	-1.6	-13	-7.5
CCOC(=O)c1ccc(S(=O)(=O)N(CCO)Cc2cc3cc(OC)c(OC)cc3[nH]c2=O)cc1	0.5	-18	24	nt	-4	-9	0.3	-18	1.7

Some of these compounds in order of SMILES length, largest number first:
SMILES	TRPML3 ag	EBV gp42 inh	CHOP inhibitor	Mdm2 ligase inh	Runt-SMMHC FRET	p47phox inh	zfTRPN1 agonist	PPC-1+TRAIL kill	TNF death inh
Cc1ccc(C2=NN(CCC(=O)NCc3ccc4c(c3)OCO4)C(=O)CC2)cc1	0.3	-9	43	-4	-2	-1	-1.2	4	0.8
CSc1nsc(N/N=C/c2ccccc2)c1C#N	0.9	-22	59	-6	6	-19	1.5	3	0.7
CS(=O)(=O)Nn1cnc2ccccc2c1=O	0.8	5	36	-2	-3	-7	-1.1	-29	-0.9
